High-throughput results as filed in PubChem.
IMP-1 inhibitor: blocks Pseudomonas aeruginosa IMP-1 metallo-beta-lactamase; purified IMP-1, nitrocefin hydrolysis, epi-absorbance fluorescence; inhibition, % at 5.6 µM; 0.45% of 290,000 active;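 active = inhibition above the mean plus 3 SD of all compounds in the same screening run, cut at about 4.5% in these data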;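 also: 0% = IMP-1 with DMSO and 100% = DMSO wells lacking enzyme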
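System: purified IMP-1; amount: IMP-1 0.2 nM before substrate addition; compound: single dose, 5.6 µM; times: 25 °C, 15 min preincubation, 25 min reaction; signal: Epi-absorbance via hydrolysed-nitrocefin quenching of white-plate fluorescence, 480/530 nm, EDTA stop; benchmarks: DMSO with and without IMP-1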
VIM-2 inh: inhibitors of Pseudomonas aeruginosa VIM-2 metallo-beta-lactamase; purified VIM-2, nitrocefin hydrolysis, epi-absorbance fluorescence; inhibition, % at 5.6 µM; 0.89% of 290,000 active; AID 1527;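 active = inhibition above the mean of all tested compounds plus 3 SD, cutoff set per screening run, cut at about 7.5% in these data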;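 also: red hydrolysis product quenches plate fluorescence so inhibitors raise well fluorescence; 0% = enzyme with DMSO and 100% = DMSO without enzyme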
FID counter: displaces DNA intercalator in HCV helicase counter-screen; inhibition, % at 7.9 µM; 0.17% of 290,000 active; DNA fluorescent intercalator displacement, fluorescence; in the data active = inhibition above about 37%;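 also: 0% = vehicle and 100% = reference compound; higher means more ethidium bromide displaced from hairpin DNA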
p-CIP stab down: compounds decreasing mouse p/CIP protein stability | Q05BA5 | AID 1984 | 0.01% of 290,000 active | decrease of EGFP signal, % at 10 µM | F442A p/CIP-EGFP cells, EGFP fluorescence, 16 h;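 active = EGFP signal decrease of at least 30% at 10 µM or well 3 SD below plate mean, unless failing retest; inactive = the rest, including hits failing retest or dose response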; also: some compounds called inactive have numbers as strong as hits; many of its hits are not listed in these tables
SUMO HTRF inh: inhibitors of human SUMOylation (UBC9); P63279; HTRF SUMOylation assay, SAE1/SAE2 + UBC9, in vitro; inhibition, % at 35 µM; 0.36% of 290,000 active; AID 2006; in the data active = inhibition above about 50%, passing the limit was not always enough; also: strong numbers were not always called active
Target sequence (P63279 whole entry, looked up): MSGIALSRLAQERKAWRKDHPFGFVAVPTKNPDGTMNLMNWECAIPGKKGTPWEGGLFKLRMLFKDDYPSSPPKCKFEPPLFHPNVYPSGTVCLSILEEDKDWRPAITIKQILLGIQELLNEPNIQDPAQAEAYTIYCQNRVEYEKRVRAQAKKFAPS
M18AAP inhibitor: PfM18AAP enzyme inhibition. inhibition, % at 7.35 µM. recombinant PfM18AAP, H-Glu-NHMec fluorogenic cleavage. AID 1822. 1.2% of 290,000 active;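 active = inhibition above the campaign mean inhibition over all tested compounds plus 3 SD, cut at about 28% in these data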;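 also: 0% = plate median of test compound wells and 100% = 2 mM ZnCl2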
IDE inh: inhibits human insulin-degrading enzyme in HEK cells. P14735. FAbetaB cleavage, fluorescence polarization. inhibition, % at 5.59 µM. 0.41% of 320,000 active;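 active = percent inhibition above the average of all tested compounds plus 3 SD, set per screening campaign, cut at about 16% in these data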;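 also: IDE supplied by intact live HEK cells; FP after avidin binding of uncleaved biotin substrate so inhibition keeps polarization high; 0% = DMSO wells and 100% = 60 µM reference IDE inhibitor Ii1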
IDE cell activ: boosts human insulin-degrading enzyme activity in HEK cells; P14735; FAbeta-B cleavage, fluorescence polarization; 0% vehicle, 100% cell-free pure enzyme wells; activation, % at 5.96 µM; 0.073% of 340,000 active; AID 493087;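 active = activation above the mean of all tested compounds plus 3 SD, set per screening campaign, cut at about 17% in these data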
NS3 helicase inh: inhibitors of Hepatitis C virus NS3 helicase. NS3 helicase DNA unwinding, Cy5 molecular beacon fluorescence. inhibition, % at 10.9 µM. 0.56% of 290,000 active;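 active = inhibition above the mean of all tested compounds plus 3 SD, set per campaign, cut at about 35% in these data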;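 also: 0% = DMSO wells and 100% = thioflavine S control wells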
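assay system = NS3 helicase fragment of HCV | buffer or medium = MOPS pH 6.5, MgCl2, DTT, Tween20, BSA | timing = 60 min unwinding reaction at 25 °C after ATP addition | signal = Cy5 beacon fluorescence read at start and 1 h | read-out basis = % inhibition of unwinding | control set = low DMSO, high thioflavine S at 110 µM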
* hit, by the source's call; . = not tested or not shown. Compounds as they come; about 3.6% have a hit in one of these screens.

nr	structure	IMP-1 inhibitor	VIM-2 inh	FID counter	p-CIP stab down	SUMO HTRF inh	M18AAP inhibitor	IDE inh	IDE cell activ	NS3 helicase inh
1	Cc1ccccc1NC(=S)NC(=O)C1CCCCC1	0.2	-1.0	-15.0	-8.6	9.8	0.3	-0.5	-1.3	16.4
2	O=C(c1cccc([N+](=O)[O-])c1)N1CCCC(C(=O)N2CCCCCC2)C1 (stereo unspecified)	-3.7	-1.8	-11.1	-1.4	12.1	-0.9	2.2	7.7	-16.1
3	CCC(C)N(C(=O)Cn1nnc2ccccc21)C(C(=O)Nc1ccc(F)cc1)c1cccc(OC)c1 (stereo unspecified)	-2.5	-3.5	-27.4	-19.9	11.8	1.4	-2.6	-0.6	-9.1
4	CC(C)C(NC(=O)c1cccs1)C(=O)NC1CCCCC1 (stereo unspecified)	-0.6	-1.6	-0.8	-14.2	20.1	-13.2	-0.5	2.9	0.5
5	CCCCNC(=O)N1CCN(c2ccccc2OC)CC1	-2.7	-3.4	-8.0	1.3	1.5	-10.3	-0.2	4.1	3.5
6	CC1(C)CC(=O)C(C=Nc2ccc(C(=O)c3ccccc3)cc2N=CC2=C(O)CC(C)(C)CC2=O)=C(O)C1	-1.2	-1.6	-24.3	-18.0	0.5	0.4	5.7	5.9	4.2
7	FC(F)Oc1ccc(NC(=S)NCc2nc3ccccc3[nH]2)cc1	-2.7	-3.1	2.7	4.3	16.2	-4.5	-4.7	3.0	2.8
8	O=C(/C=C1\NC2(CCCC2)Cc2ccccc21)C(=O)N/N=C/c1ccc(O)c(O)c1	-5.5	-2.4	-14.3	-25.1	-16.2	64.4*	-3.3	4.2	14.9
9	COc1cc(NC(=O)CN2c3cccc4cccc(c34)S2(=O)=O)cc(OC)c1OC	-1.4	1.1	-23.2	6.4	-12.4	1.0	1.7	3.1	-1.1
10	COc1cc(S(=O)(=O)N2CCCCC2)ccc1NC(=O)c1ccncc1	-1.7	-2.3	-19.8	2.5	-2.3	-4.9	9.1	-2.2	0.8
11	CCS(=O)(=O)Nc1cccc(C2=NN(C(C)=O)C(c3cccs3)C2)c1 (stereo unspecified)	-2.4	-3.3	-14.1	4.0	14.5	-8.0	9.2	-2.6	12.1
12	Cc1cc(Cl)cc(C)c1OCCNCc1ccccc1	-1.3	-0.4	24.4	-7.9	-0.7	1.0	-0.2	-1.2	-59.0
13	COc1ccccc1NC(=O)CNC(=O)Cn1cnc2sc(C)c(C)c2c1=O	0.1	-1.5	-19.8	-2.2	-5.4	-0.1	3.4	0.7	3.6
14	CC(C)(C)NC(=O)Cn1c(SCC(=O)NCc2cccs2)nc2ccccc21	-3.7	-2.7	-4.9	-0.6	0.3	3.1	0.8	1.4	4.5
15	O=C(Nc1ccc(Br)cc1)C1CCN(C(=O)c2ccco2)CC1	-1.2	-3.6	-14.7	-19.9	9.3	-0.1	2.0	3.5	-1.7
16	CCn1cc(CN2CCC(n3nccc3NC(=O)Cc3ccccc3)CC2)c(C)n1	-1.2	-2.3	3.2	-4.6	14.0	-1.5	6.7	0.3	14.6
17	COc1ccc(C(C(=O)NC(C)(C)C)N(C(=O)Cn2nnc3ccccc32)c2cccc(C(C)=O)c2)cc1O (stereo unspecified)	-2.6	-0.1	-33.2	-5.6	18.9	5.2	4.1	0.6	3.6
18	COc1cc(C(=O)OCCN2CCCCC2)ccc1O	-1.2	0.1	3.1	-11.1	1.9	4.5	2.7	3.2	3.0
19	CCOC(=O)c1cc(C#N)c(C)nc1N(CC)CC	-1.2	-2.0	-5.3	-0.6	5.9	-2.1	-5.7	0.3	-8.1
20	CCn1c(COc2ccc3c(c2)OCO3)nnc1SCC(=O)O	-1.6	-2.6	-2.3	3.0	16.4	-4.0	1.2	4.6	-1.3
21	CN(C)C(=O)c1cc(C(=O)c2ccc(F)cc2C(F)(F)F)c[nH]1	-1.8	-1.7	-6.9	-10.7	-7.6	-4.5	6.3	5.0	12.2
22	CCOc1ccc2nc(NC(=O)CSc3nnnn3C3CCCCC3)sc2c1	-4.0	-2.4	-6.4	-14.4	0.7	-1.6	0.1	-1.3	-21.0
23	Nn1c(Cc2cccc3ccccc23)nnc1SCc1c(Cl)cccc1Cl	-2.2	-1.2	-21.1	-5.4	-0.9	4.3	0.6	1.1	60.5*
24	CCOC(=O)C1(CC2CCCCO2)CCN(C(=O)Nc2ccc(C(=O)OC)cc2)CC1 (stereo unspecified)	-2.0	-3.8	-18.5	1.9	0.6	0.2	9.9	6.5	4.3
25	O=C1c2ccc(Oc3cccc([N+](=O)[O-])c3)cc2C(=O)N1c1ccccn1	-1.2	2.7	1.4	-4.1	-2.8	-2.3	-1.2	3.1	-5.5
26	Cc1ccccc1-n1nc(C)c2c(C(=O)NN)cc(-c3ccncc3)nc21	-4.2	-1.9	-19.7	5.5	12.2	5.9	-8.5	4.7	-6.1
27	CCOC(=O)N1CCN(Cc2ccccc2F)CC1	-1.7	-3.0	9.8	-7.8	13.6	-5.6	-0.7	1.8	5.6
28	Cc1cccc(NS(=O)(=O)c2ccc3oc(=O)ccc3c2)c1C	-2.4	-1.7	-5.4	13.8	0.4	2.8	3.0	-2.8	-4.1
29	COc1cccc(-c2csc(N3CCN(C(=O)Nc4ccc(Cl)cc4)CC3)n2)c1	-3.2	-1.7	-6.4	-2.6	-21.7	-9.2	-2.0	-15.9	-7.4
30	Cc1cc(C)c(S(=O)(=O)N2CCC(C(N)=O)CC2)cc1C	-1.2	0.7	-7.3	-12.7	-0.9	-6.9	7.0	-3.3	-1.2
31	COc1ccc(OCCCC(=O)Nc2cccc(SC)c2)cc1	2.5	-1.9	-11.7	7.0	-15.2	-3.5	3.1	0.8	26.2
32	CCOC(=O)C1(Cc2cccc(Cl)c2)CCCN(C(=O)C2CC2)C1 (stereo unspecified)	-1.7	-2.2	-22.4	2.1	18.6	-1.0	-1.6	10.4	0.5
33	COc1ccccc1/C=C/CN1CCCC(CCC(=O)NCc2ccc(F)c(F)c2)C1 (stereo unspecified)	-0.8	-4.7	11.3	-10.9	14.3	2.1	-0.8	4.6	-61.3
34	C=CCNC(=O)COc1ccc(S(=O)(=O)N2CCCC2)cc1	-3.7	-1.8	-2.2	-1.5	4.5	-9.6	-0.5	7.8	8.8
35	CCCC(=O)Nc1ccccc1N1CCN(C(=O)C(C)C)CC1	-0.8	-2.8	-8.4	0.3	-18.5	0.6	0.0	4.5	9.4
36	COCc1cc(S(=O)c2ccc(Cl)cc2)nc(C)n1 (stereo unspecified)	-0.8	1.3	-3.8	3.8	20.4	-36.2	.	-6.7	3.7
37	CCN(CC)c1ccc(NC(=O)COc2ccccc2C#N)cc1S(=O)(=O)Nc1ccccc1OC	-2.3	-4.5	-2.3	-20.4	3.0	3.2	3.0	5.1	2.8
38	CC(=O)Nc1ccc(NC(=O)CNS(=O)(=O)c2ccc(C)cc2)cc1	-2.5	0.0	1.3	0.8	-15.6	9.5	10.9	-0.1	-1.0
39	O=C(NC(=S)Nc1ncccn1)c1ccccc1Cl	-2.1	0.3	-2.7	-5.7	9.6	-0.9	3.9	3.2	11.1
40	COc1ccc([C@H]2[C@H](C(=O)C(C)(C)C)N3N=Cc4ccccc4C3[C@]23N=C(c2ccccc2)OC3=O)cc1OC (stereo partly specified)	-3.2	-4.1	-32.3	8.8	0.3	-2.5	-3.0	2.1	13.8

Reformatted with values under each structure: entries from further up.
Values run as follows: IMP-1 inhibitor | VIM-2 inh | FID counter | p-CIP stab down | SUMO HTRF inh | M18AAP inhibitor | IDE inh | IDE cell activ | NS3 helicase inh
[36] COCc1cc(S(=O)c2ccc(Cl)cc2)nc(C)n1 (stereo unspecified)
  -0.8 | 1.3 | -3.8 | 3.8 | 20.4 | -36.2 | . | -6.7 | 3.7
[26] Cc1ccccc1-n1nc(C)c2c(C(=O)NN)cc(-c3ccncc3)nc21
  -4.2 | -1.9 | -19.7 | 5.5 | 12.2 | 5.9 | -8.5 | 4.7 | -6.1
[28] Cc1cccc(NS(=O)(=O)c2ccc3oc(=O)ccc3c2)c1C
  -2.4 | -1.7 | -5.4 | 13.8 | 0.4 | 2.8 | 3.0 | -2.8 | -4.1

(continued)
nr	structure	IMP-1 inhibitor	VIM-2 inh	FID counter	p-CIP stab down	SUMO HTRF inh	M18AAP inhibitor	IDE inh	IDE cell activ	NS3 helicase inh
41	CCc1cc2c(SCC(=O)N(C)C3CCS(=O)(=O)C3)ncnc2s1 (stereo unspecified)	-4.0	-2.2	-5.8	-13.3	2.4	6.5	-0.1	1.9	8.1
42	O=C(CC1C(=O)NCCN1Cc1ccc(F)cc1)NC1CCCCCCC1 (stereo unspecified)	0.3	-2.5	-36.8	7.0	11.6	13.5	5.2	1.1	18.5
43	CC(Cc1cccs1)NC(=O)c1cccc(Cl)c1 (stereo unspecified)	-1.9	-5.2	-7.5	-11.4	-17.9	1.9	6.8	-2.3	-3.0
44	COc1ccc(N2CCN(C(=O)c3cc(-c4cccs4)nc4ccccc34)CC2)cc1	-1.0	-1.5	-29.9	-9.1	-4.7	-4.8	-1.8	-0.7	-19.8
45	O=C(Oc1ccc(OC(=O)N2CCCCC2)cc1)c1ccccc1	-5.3	-1.8	-7.3	-2.8	10.8	6.2	-3.0	-3.7	1.0
46	O=C(c1nc2ccccc2s1)N1CCN(c2ccccn2)CC1	-3.8	-3.0	-20.3	-3.0	12.1	0.2	1.2	-1.0	1.5
47	O=C(COC(=O)C1(c2cccc(F)c2)CCCC1)NCc1ccc2c(c1)OCO2	-1.8	-1.9	-25.4	-14.0	-3.3	-1.6	0.3	-1.5	1.9
48	CC(C)CC(=O)NNC(=S)Nc1ccc(S(N)(=O)=O)cc1	-3.4	-3.3	-0.9	16.5	-17.0	29.3*	0.0	3.0	5.1
49	COCCNC(=O)C(c1ccc(C)o1)N(Cc1ccc(F)cc1)C(=O)Cn1nnc2ccccc21 (stereo unspecified)	-3.0	-2.1	-13.4	-7.1	20.3	-1.6	6.6	4.8	14.6
50	C[n+]1ccc(C(=O)N/N=C/c2ccco2)cc1	-2.1	-0.5	-1.1	6.8	1.4	-3.6	6.1	6.9	-4.7
51	Cc1ccc(NCc2nnc(SCC(N)=O)o2)c(C)c1	-2.5	-3.9	-2.1	-3.1	-1.4	-7.4	7.6	3.6	2.8
52	CC(=O)NN1C(=O)/C(=C2/Sc3ccc(Cl)cc3N2C)SC1=S	-2.9	-3.1	-8.0	-5.6	30.2	2.4	-0.7	-1.7	-5.6

Structures shown so far with a cyano group:
nr	structure	IMP-1 inhibitor	VIM-2 inh	FID counter	p-CIP stab down	SUMO HTRF inh	M18AAP inhibitor	IDE inh	IDE cell activ	NS3 helicase inh
19	CCOC(=O)c1cc(C#N)c(C)nc1N(CC)CC	-1.2	-2.0	-5.3	-0.6	5.9	-2.1	-5.7	0.3	-8.1
37	CCN(CC)c1ccc(NC(=O)COc2ccccc2C#N)cc1S(=O)(=O)Nc1ccccc1OC	-2.3	-4.5	-2.3	-20.4	3.0	3.2	3.0	5.1	2.8
